From PubChem BioAssay
Ba/F3 V617F tox: loss of viability in JAK2V617F-driven Ba/F3 cells; actives 1.1% (n = 220,000); inhibition, % at 5.6 µM; Ba/F3 EpoR-JAK2V617F viability, ATP luminescence;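 active = inhibition above the campaign mean plus 3 SD over all tested compounds, cut at about 24% in these data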;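 also: cytokine-independent growth of Ba/F3 cells driven by EpoR plus mutant JAK2; 0% = DMSO-treated cells and 100% = JAK inhibitor I control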
CHOP inhibitor: inhibitors of CHOP induction in ER stress response; CHO-K1 CHOP-promoter luciferase, tunicamycin-induced, 15-18 h; inhibition, % at 10 µM; actives 3.8% (n = 220,000); AID 2732;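 active = compounds that reduced the stress-induced luciferase reporter signal by more than about 70% of percent inhibition, limit read from the data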;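 also: 0% = tunicamycin plus vehicle and 100% = wells without tunicamycin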
NPY1 pot ag: potentiators or agonists of human neuropeptide Y receptor Y1 | AID 1304 | NPY-Y1 expressing cells, potentiator/agonist activation | activation, % at 3.6 µM | actives 0.37% (n = 220,000); in the data active = activation above about 33%, passing the limit was not always enough;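 also: cells stimulated with NPY at EC10 then isoproterenol at EC100; 0% = low agonist plus stimulus and 100% = saturating agonist plus stimulus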
p47phox inh: inhibitors of human p47phox binding. P14598. p47phox/p22phox peptide binding, fluorescence polarization, 2 h. inhibition, % at 24.7 µM. actives 0.53% (n = 220,000);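 active = inhibition above about 30%, limit read from the data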;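 also: 0% = p47phox with labelled peptide and 100% = labelled peptide alone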
Target sequence (P14598 whole entry, looked up): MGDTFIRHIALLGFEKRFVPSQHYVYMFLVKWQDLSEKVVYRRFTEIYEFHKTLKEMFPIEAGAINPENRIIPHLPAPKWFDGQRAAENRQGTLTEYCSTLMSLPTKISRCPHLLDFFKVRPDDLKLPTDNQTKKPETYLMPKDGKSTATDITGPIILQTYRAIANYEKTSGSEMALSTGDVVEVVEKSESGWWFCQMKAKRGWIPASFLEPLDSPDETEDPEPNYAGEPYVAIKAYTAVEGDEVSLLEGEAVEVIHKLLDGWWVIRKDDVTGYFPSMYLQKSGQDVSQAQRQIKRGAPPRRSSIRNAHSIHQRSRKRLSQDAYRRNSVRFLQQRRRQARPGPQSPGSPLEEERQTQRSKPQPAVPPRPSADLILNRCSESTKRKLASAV
NPY-Y2 PAM-ag: potentiates or activates human NPY-Y2 receptor. AID 1359. actives 0.45% (n = 220,000). cells expressing NPY-Y2, potentiator/agonist read-out. activation, % at 3.6 µM. P49146; in the data active = activation above about 27%;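 also: cells stimulated with NPY near EC25 plus isoproterenol at EC100; 0% = vehicle plus submaximal agonist and 100% = vehicle plus saturating agonist; some results beyond the cut were filed as inactive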
Target sequence (P49146 whole entry, looked up): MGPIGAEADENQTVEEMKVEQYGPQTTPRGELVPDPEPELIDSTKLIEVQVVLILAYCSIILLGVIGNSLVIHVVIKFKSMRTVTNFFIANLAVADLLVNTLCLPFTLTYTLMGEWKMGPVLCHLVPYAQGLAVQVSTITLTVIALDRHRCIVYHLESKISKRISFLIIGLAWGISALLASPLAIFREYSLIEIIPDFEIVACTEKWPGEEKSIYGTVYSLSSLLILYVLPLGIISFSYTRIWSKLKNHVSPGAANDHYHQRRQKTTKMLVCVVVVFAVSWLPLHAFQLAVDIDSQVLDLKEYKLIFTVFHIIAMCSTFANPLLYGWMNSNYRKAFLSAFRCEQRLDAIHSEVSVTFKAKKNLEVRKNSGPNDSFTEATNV
S1P4 antag: blocks the human S1P4 receptor; O95977; S1P4-expressing cells, antagonist mode, reporter read-out; inhibition, % at 4.98 µM; actives 0.26% (n = 220,000); AID 1510; in the data active = inhibition above about 29%;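 also: 0% = wells stimulated with agonist and 100% = vehicle wells without agonist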
S1P4 agonist: agonists of human S1P4 receptor. O95977. S1P4-expressing cell line, agonist reporter assay. activation, % at 4.98 µM. actives 0.35% (n = 220,000). AID 1509; in the data active = activation above about 11%;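 also: 0% = DMSO vehicle and 100% = reference agonist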
NPY Y1 blocker: antagonists of human neuropeptide Y receptor Y1; inhibition, % at 3.6 µM; actives 1% (n = 200,000); HEK293-CNG Y1 cells, membrane potential fluorescence; NPY at EC95, then isoproterenol;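 active = inhibition above the campaign mean inhibition of all tested compounds plus 3 SD, cut at about 20% in these data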;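 also: 0% = DMSO wells given NPY plus isoproterenol and 100% = isoproterenol alone without NPY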
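Material: Y1- and CNG-channel-expressing HEK293 cells / Probe or stimulus: NPY 25 nM then isoproterenol 1 µM plus Ro 20-1724 25 µM / Doses: 3.6 µM single dose, DMSO 0.4% / Schedule: compound incubation 1 h at room temperature, readout 45 min post-stimulation / Signal: membrane potential fluorescence / Benchmarks: isoproterenol-only wells as full block versus NPY-plus-isoproterenol wells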
BaF3 parental: reduces parental Ba/F3 cell viability, JAK2V617F counter-screen | CellTiter-Glo ATP luminescence | inhibition, % at 5.6 µM | actives 1.1% (n = 220,000) | AID 1486;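 active = inhibition above a per-campaign cutoff, the mean inhibition of all tested compounds plus 3 SD, cut at about 27% in these data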;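 also: 0% = DMSO wells and 100% = JAK Inhibitor I control wells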
Numbers without * were called inactive; x = no result given.

SMILES	Ba/F3 V617F tox	CHOP inhibitor	NPY1 pot ag	p47phox inh	NPY-Y2 PAM-ag	S1P4 antag	S1P4 agonist	NPY Y1 blocker	BaF3 parental
O=[N+]([O-])c1ccc(/C=[N+](\[O-])CCO)o1	0.8	17.9	13.1	1.1	12.0	6.7	2.0	x	-4.1
COc1ccccc1/C=C(/C(=O)OCC(=O)Nc1ccc(N(C)C)cc1)c1ccccc1	-0.7	25.7	-1.5	-19.6	-1.1	1.7	-2.1	-0.2	4.8
CCOC(=O)c1cnc2c(C)c(Cl)ccc2c1N1CCOCC1	-2.2	66.2	6.0	-14.1	0.9	-11.3	2.3	6.8	2.7
CC1CCc2cc(F)ccc2N1C(=O)CSc1nnc2c3cc(F)ccc3n(C)c2n1 (centres undefined)	-0.8	37.1	-0.1	-20.2	5.5	0.4	-0.8	7.8	7.4
Cc1ccc(S(=O)(=O)N2CCCOC2CNC(=O)C(=O)NCCCn2ccnc2)cc1 (centres undefined)	-0.7	14.4	-5.5	-9.3	-0.9	-3.4	-0.5	0.4	-0.7
Cc1ccccc1OCC(=O)NCCc1nc2ccccc2[nH]1	0.2	5.6	-25.5	-6.8	2.7	2.6	0.8	6.6	-0.8
CC(C)n1cc(/C=C2/NC(=O)NC2=O)c2ccccc21	-3.9	38.0	2.1	4.6	-5.5	-8.3	0.1	-5.3	1.4
CC1CCCCN1CCNC(=O)C1CCN(S(=O)(=O)N2CCCCC2)CC1 (centres undefined)	-2.8	24.5	1.6	-18.8	6.9	4.6	0.5	3.6	1.4
CCOC(=O)c1sc(NC(=O)c2sccc2C)cc1C	2.1	42.5	-3.0	-4.8	5.9	3.5	1.4	0.3	7.8
COc1ccccc1NC(=O)C(=O)N/N=C/c1ccc([N+](=O)[O-])s1	-0.5	1.6	-8.9	27.5	3.9	-9.7	-0.7	3.8	1.9
Cc1cc(C(=O)Nc2ncc(C)s2)c2ccccc2n1	-2.3	-27.0	-3.1	-7.8	3.0	-20.8	0.0	-1.3	1.4
Cc1ccc(C2NC(=O)NC(O)(C(F)(F)F)C2C(=O)c2ccccc2)o1 (centres undefined)	2.6	11.7	4.0	-4.3	-0.9	1.6	-1.0	-4.6	3.4
O=C(NC1CCCCC1)N1CCN(Cc2ccco2)CC1	-3.9	-2.7	-13.6	6.1	-25.1	-9.2	1.0	1.4	0.8
Cc1cc(C(=O)COC(=O)Cc2n[nH]c(=O)c3ccccc23)c(C)n1-c1ccc2c(c1)OCCO2	1.4	36.1	4.1	-23.0	0.0	-4.9	0.9	2.0	9.3
Cc1cccc(NC(=S)N(CCN(C)C)C(C)c2ccccn2)c1 (centres undefined)	-4.2	41.7	-22.4	-10.5	7.5	-2.3	0.5	-0.6	-0.2
CC(C)CCNC(=O)C1CCCCN1S(=O)(=O)c1ccc(F)cc1 (centres undefined)	3.7	20.1	-6.8	-4.5	-3.8	-4.1	-0.5	8.5	1.4
O=C1OC(/C(=C\NCc2ccccc2)[N+](=O)[O-])c2ccccc21 (centres undefined)	1.0	-3.1	2.0	-1.2	5.3	-17.6	0.8	8.0	1.6
NC(=O)CNC(=O)c1cccc(Cl)c1	-1.7	0.1	-16.7	-1.8	11.7	0.3	1.5	x	-2.6
O=C(NCCCn1ccnc1)C(=O)NCC(c1cccnc1)N1CCN(c2ccc(F)cc2)CC1 (centres undefined)	1.6	1.0	6.9	-7.5	0.1	-12.9	-0.1	1.1	2.2
Cn1cc(C(=O)c2cccc(Cl)c2)cc1C#N	4.0	19.6	-17.6	-3.7	-5.8	3.8	0.0	2.2	12.6
FC(F)(F)c1cnc(Oc2ccccc2-c2nnco2)c(Cl)c1	0.8	-4.8	-9.5	3.0	1.3	1.2	0.9	3.4	3.4
O=C1CCCN1CCCNS(=O)(=O)c1ccc(Br)cc1	-5.1	19.9	12.4	1.2	1.7	-10.1	1.0	-0.7	0.6
O=C(Nc1ccccc1C(=O)NCc1cccnc1)c1ccco1	1.5	27.1	-11.2	-0.2	-1.1	-8.2	-4.2	-2.5	6.4
Cc1cc(Cl)ccc1OCC(=O)NC(=S)Nc1ccccc1N1CCOCC1	-1.3	44.9	3.3	-1.5	-10.6	-7.4	3.0	1.3	1.9
Cc1ccc(N2C(=O)[C@@H]3[C@H](C2=O)C2c4ccccc4C=CN2[C@@H]3C(=O)c2ccco2)c(C)c1 (some centres undefined)	2.5	x	-12.1	x	-24.4	-0.8	0.4	2.5	9.4
c1ccc(CCC2=NCCn3cccc32)cc1	4.8	2.2	-1.0	-10.2	-8.1	11.7	1.0	-2.1	10.5
COc1ccc(N=C(C)c2sc3ccccc3c2O)cc1	-1.9	1.7	-5.8	-17.8	-21.4	-6.5	-0.5	x	1.2
CC(=O)c1ccc(N2CCN(C(=O)c3cc4c(s3)CCCC4)CC2)cc1	2.2	21.7	17.9	-14.5	1.0	-17.1	0.6	3.6	6.9
O=C1OCc2cccc([N+](=O)[O-])c21	0.4	34.3	-13.0	3.3	-11.0	3.6	0.6	0.7	2.7
Cc1[nH][nH]c(=O)c1N=Nc1ccccc1C#N	-4.1	7.5	13.9	-14.5	11.3	-5.0	0.7	-4.5	2.2
COc1cccc(C(=O)Cn2c(=N)n(C)c3ccccc32)c1	4.4	-12.8	-4.2	-5.8	1.2	-1.0	-0.7	6.5	9.0
COc1cc(NC(=O)c2ccccc2)c(OC)cc1NC(C)=O	-2.0	28.4	5.8	-4.2	-4.7	-0.6	-2.2	1.4	5.1
Cc1ccccc1NS(=O)(=O)c1ccc(OCC(=O)N2CCCCC2)cc1	-0.3	8.5	-5.7	-5.3	2.7	-6.7	-1.7	-1.2	4.7
CCCCn1c(=O)c(C(=O)OCC)c(O)c2ccccc21	-0.2	21.0	-8.5	-12.6	0.6	1.1	2.4	5.5	1.0
CCc1nnc(NC(=O)CSc2nc3cccnc3n2Cc2ccccc2)s1	1.0	11.2	-16.2	-14.9	5.4	-23.4	-0.4	1.2	2.8
Cc1c(Cc2c(C)n(C)n(-c3ccccc3)c2=O)c(=O)n(-c2ccccc2)n1C	-0.8	4.2	0.3	4.9	-10.5	2.9	2.3	6.7	4.8
COc1cc(C2CC(=O)c3cnc(N4CCN(Cc5ccccc5)CC4)nc3C2)cc(OC)c1OC (centres undefined)	0.2	x	-40.3	-7.8	0.4	-5.2	-0.6	1.3	4.2
CC(C)n1c(O)c(N=Nc2ccccn2)c2ccccc21	-3.3	45.7	8.6	-5.3	-9.4	-15.5	0.7	1.8	3.4
Cn1c(=O)cc(SCC(=O)Nc2ccccn2)c2ccccc21	0.9	42.6	2.2	-10.2	-4.0	-2.8	2.5	-0.1	1.6
Cn1c(NCc2cc(Br)ccc2O)nc2ccccc21	-1.8	0.2	10.8	-11.7	14.7	2.9	-0.8	-3.3	1.7

A few values from the list.
CC(=O)c1ccc(N2CCN(C(=O)c3cc4c(s3)CCCC4)CC2)cc1 | CHOP inhibitor = 21.7
Cn1c(=O)cc(SCC(=O)Nc2ccccn2)c2ccccc21 | CHOP inhibitor = 42.6
COc1ccc(N=C(C)c2sc3ccccc3c2O)cc1 | p47phox inh = -17.8
O=C(Nc1ccccc1C(=O)NCc1cccnc1)c1ccco1 | S1P4 agonist = -4.2

(further entries)
SMILES	Ba/F3 V617F tox	CHOP inhibitor	NPY1 pot ag	p47phox inh	NPY-Y2 PAM-ag	S1P4 antag	S1P4 agonist	NPY Y1 blocker	BaF3 parental
Cc1nn(C(C)(C)C)c(OC(=O)c2ccc(Br)o2)c1Sc1ccccc1	-4.2	66.5	7.8	-11.5	9.9	7.7	1.8	6.2	0.9
COc1ccc(-c2cc3nc(C)c(CCC(=O)NCc4ccco4)c(C)n3n2)c(OC)c1	3.4	15.0	-8.0	-6.1	-11.1	-15.9	-2.8	-8.4	5.0
Cc1ccc(C)c(Nc2nc3c(S(=O)(=O)c4ccccc4)nnn3c3ccccc23)c1	-3.3	60.2	0.3	-9.0	7.2	-19.7	-0.5	-4.0	5.8
O=C1CCCc2ccccc2N1	-2.3	0.3	0.0	-6.6	4.3	-4.6	2.2	-6.1	4.1
COc1cc(C(c2nnnn2C2CCCC2)N2CCc3ccccc3C2)ccc1O (centres undefined)	-4.5	-29.5	-20.6	-4.1	-12.4	10.6	2.1	2.7	0.1
COc1ccc(NC(=O)c2ccc3c(SCC(=O)O)c4c(nc3c2)CCCC4)cc1Cl	3.7	3.4	-16.6	-20.4	-14.1	0.1	1.4	1.9	2.5
CCCCOC(=O)c1ccc(NC(=O)c2c(OC)cccc2OC)cc1	-2.7	-16.8	-3.9	37.5*	-19.5	15.8	-0.9	8.8	2.6
COC(=O)/C=C1\NC(=O)C(C)S1 (centres undefined)	-2.4	-5.5	8.7	1.6	10.1	3.6	1.4	-3.8	0.6
CCn1c(SCC(=O)Nc2nnc(C)s2)nnc1-c1ccncc1	-2.7	-20.9	5.4	-2.4	11.1	-21.8	2.3	-2.7	5.4
Cc1c([N+](=O)[O-])c(C/C=N/O)nn1C	-5.2	15.7	17.0	-4.9	-18.3	-0.8	-1.2	x	1.2
COCCNc1nc(C(C)(C)C)nc2c1nnn2Cc1ccccc1Cl	-1.9	65.9	6.4	-5.9	6.7	-2.1	-2.0	0.2	-0.1
Cc1cc(C)n(CCC(=O)N/N=C/c2ccc(O)cc2O)n1	1.8	42.8	-19.5	-7.3	8.8	-1.8	-1.1	3.1	8.0
Cc1c(N2C(=O)/C(=C/C3CC=CCC3)SC2=S)c(=O)n(-c2ccccc2)n1C (centres undefined)	-4.2	-0.8	4.7	-34.4	-5.8	15.9	0.0	x	-2.2
Cc1nn(CCC(=O)O)c(C)c1C	-0.5	1.2	-10.9	-9.9	-1.0	11.3	0.3	-6.6	1.0
COc1ccc(NC(=O)CN(C)S(=O)(=O)c2ccc3c(c2)OCCO3)c2ncccc12	-0.8	25.2	4.2	-30.4	11.3	6.0	0.6	0.2	4.8
CN(C)C(=O)CSc1nc2ccc(N3C(=O)c4ccccc4C3=O)cc2s1	-3.4	13.6	-1.8	-6.0	10.8	-5.4	0.0	x	4.3
CCN(CCCNc1ncnc2nc[nH]c12)c1cccc(C)c1	4.4	25.9	3.2	-8.4	-2.6	-12.5	-0.8	-1.4	7.3
CC(=O)Nc1nc(C(=O)Nc2c(C)n[nH]c2C)cs1	1.9	12.7	6.8	-8.7	1.3	-23.1	14.1*	1.9	0.5
NC(=S)N(c1ccccc1)c1ccccc1	-4.2	-16.7	-5.7	-1.8	-11.6	-5.0	1.8	3.0	3.4
COC(=O)C(F)(F)Sc1c(C)[nH]c2ccccc12	0.4	37.5	-2.2	-5.0	-12.0	-1.8	0.9	0.8	2.1
O=c1nc(N/N=C/c2ccccn2)cn[nH]1	-0.8	63.8	3.2	-9.9	-1.2	1.6	1.0	-5.2	1.4
O=C(CCn1nnc2ccccc21)Nc1nnc(COc2ccc(F)cc2)s1	-3.0	5.9	-16.3	-0.5	8.3	6.9	0.1	-3.0	5.2
Cc1ccc(N2CCC(N3CCN(C4CCCCC4)C(CCO)C3)CC2)cc1 (centres undefined)	0.9	7.0	-23.4	-10.2	-16.7	9.5	-0.6	-0.6	2.6

Single records, as listed above. Order of screens: Ba/F3 V617F tox, CHOP inhibitor, NPY1 pot ag, p47phox inh, NPY-Y2 PAM-ag, S1P4 antag, S1P4 agonist, NPY Y1 blocker, BaF3 parental
Profile of `COc1cc(C(c2nnnn2C2CCCC2)N2CCc3ccccc3C2)ccc1O` (centres undefined) = -4.5, -29.5, -20.6, -4.1, -12.4, 10.6, 2.1, 2.7, 0.1
Profile of `NC(=S)N(c1ccccc1)c1ccccc1` = -4.2, -16.7, -5.7, -1.8, -11.6, -5.0, 1.8, 3.0, 3.4
